Furin inh: human furin inhibitors, primary screen, biochemical, fluorescence intensity | P09958 | purified furin, fluorogenic substrate cleavage | inhibition, % at 30 µM | hit rate 0.061% among 220,000 | AID 463115, 2010; in the data active means inhibition above about 25%; further: inactives centre near -15
FXIIa inh: human FXIIa protease inhibitors, primary screen, biochemical, 1536-well; Coagulation factor XII (Homo sapiens), P00748; purified FXIIa, Boc-QGR-AMC fluorogenic substrate, 2 h; inhibition, % at 5 µM; hit rate 0.3% among 220,000; AID 800, 2007; in the data active means inhibition above about 40%;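 further: 0% = enzyme with no compound and 100% = blank without enzyme; many of its hits are not listed in these tables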
p97 ATPase inh: inhibitors of human p97 ATPase, primary screen, biochemical; Transitional endoplasmic reticulum ATPase (Homo sapiens), P55072; recombinant p97 ATPase, Kinase-Glo ATP luminescence, 3 h; inhibition, % at 8 µM; hit rate 0.42% among 220,000; AID 1481, 2009; in the data active means inhibition above about 15%;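 further: 0% = DMSO vehicle and 100% = wells lacking enzyme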
Target sequence (P55072 whole entry, looked up): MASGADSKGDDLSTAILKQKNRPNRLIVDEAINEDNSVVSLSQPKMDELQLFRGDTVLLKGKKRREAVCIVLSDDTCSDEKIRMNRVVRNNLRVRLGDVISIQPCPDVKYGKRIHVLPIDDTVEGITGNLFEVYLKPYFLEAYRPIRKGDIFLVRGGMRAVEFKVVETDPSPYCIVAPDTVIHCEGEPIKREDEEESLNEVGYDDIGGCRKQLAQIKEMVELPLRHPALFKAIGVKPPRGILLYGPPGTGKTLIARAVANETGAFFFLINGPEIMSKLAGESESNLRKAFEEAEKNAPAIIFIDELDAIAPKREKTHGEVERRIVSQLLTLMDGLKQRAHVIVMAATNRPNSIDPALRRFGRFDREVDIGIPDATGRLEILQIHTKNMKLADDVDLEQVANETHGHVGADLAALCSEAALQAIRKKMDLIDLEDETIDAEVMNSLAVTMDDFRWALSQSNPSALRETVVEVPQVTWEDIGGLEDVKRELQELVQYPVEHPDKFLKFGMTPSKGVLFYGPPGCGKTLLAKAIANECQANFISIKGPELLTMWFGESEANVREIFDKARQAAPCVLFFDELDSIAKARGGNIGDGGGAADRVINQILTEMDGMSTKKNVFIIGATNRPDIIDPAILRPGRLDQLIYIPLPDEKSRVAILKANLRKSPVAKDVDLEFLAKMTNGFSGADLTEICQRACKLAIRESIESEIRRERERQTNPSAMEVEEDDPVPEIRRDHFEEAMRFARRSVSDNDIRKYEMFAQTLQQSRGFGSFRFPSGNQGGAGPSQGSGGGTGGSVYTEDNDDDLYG
Thrombin inh: human alpha-thrombin inhibitors, primary screen, counter-screen for coagulation protease inhibitor project, biochemical, 1536-well, fluorogenic AMC substrate; Prothrombin (Homo sapiens), P00734; inhibition, % at 5 µM; Boc-VPR-AMC fluorogenic substrate cleavage; AID 1046, 2008; hit rate 0.26% among 220,000;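 active means inhibition at or above 40%; inactive means inhibition below 40%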;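 further: 0% = enzyme with no compound and 100% = wells without enzyme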
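System: human alpha-thrombin protein; Compound dosing: one concentration per compound, 5 µM, with 0.2% DMSO; Timing: reaction at room temperature; Technique: AMC fluorescence, 355/460 nm; Controls: enzyme without compound as high, wells lacking enzyme as low.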
FXIa inh 1536: human FXIa protease inhibitors, primary screen, biochemical, 1536-well; inhibition, % at 5 µM; purified FXIa, Boc-Glu-Ala-Arg-AMC fluorogenic substrate; Coagulation factor XI (Homo sapiens), P03951; hit rate 0.14% among 220,000; AID 798, 2007;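 active means inhibition of at least 40%; inactive means inhibition below 40%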;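 further: fluorescence of freed AMC excited at 355 nm; 0% = enzyme without compound and 100% = no enzyme blank; many of its hits are not listed in these tables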
KLK5 inh: human KLK5 protease inhibitors, primary screen, biochemical, 1536-well. recombinant hK5, fluorogenic AMC substrate cleavage. inhibition, % at 5 µM. Kallikrein-5 (Homo sapiens), Q9Y337. hit rate 0.59% among 210,000;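 active means inhibition of 40% or more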;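 further: 0% = enzyme controls without compound and 100% = no-enzyme blanks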
KCC2 mod: KCC2 cotransporter modulators, thallium flux, primary screen, cell-based, HEK293 KCC2, FluoZin-2 fluorescence, MLSMR | Solute carrier family 12 member 5 (Homo sapiens), Q9H2X9 | B-score of Tl+ flux slope (higher = more flux/activation; lower = inhibition) at 10 µM | hit rate 2.2% among 190,000 | KCC2 cells, thallium flux FluoZin-2 fluorescence;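 active means thallium flux slope and its plate-corrected score both differing from the plate sample mean at a set confidence after two filtering rounds, in either direction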;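 further: slope of fluorescence scaled to starting intensity during 10 to 20 s after thallium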
Wee1 stabilizer: Wee1 degradation inhibitors, primary screen, cell-based, HeLa, Wee1K328M-luciferase, luminescence; reporter increase, % at 5 µM; hit rate 1.2% among 220,000; Wee1-like protein kinase (Homo sapiens), P30291; AID 1321, 2008; HeLa Luc-Wee1K328M stability; 100% = proteasome inhibitor MG132 effect;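 active means activation above the mean of all tested compounds plus 3 SD, set per screening run, cut at about 8.8% in these data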;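 further: cells exposed to compound for 20 h before luminescence read; 0% = DMSO alone and 100% = MG132 at 30 µM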
PERK inh: block of dimerizer-induced PERK translation repression, primary screen, PERK inhibitor project, CHO PERK-DD cells, SEAP luminescence, HTS; Eukaryotic translation initiation factor 2-alpha kinase 3 (Homo sapiens), Q9NZJ5; CHO PERK-DD fusion, SEAP luminescence translation reporter; inhibition, % at 5.6 µM; hit rate 0.17% among 220,000; AID 1416, 2008;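 active means inhibition above the mean inhibition of all tested compounds plus 3 SD, set separately per screening campaign, cut at about 2.9% in these data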;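 further: PERK kinase domain activated by AP20187 dimerizer at 100 nM; 0% = DMSO with dimerizer and 100% = rapamycin at 8.4 µM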
* hit, by the source's call; x = no result given; [ ] = remark or other dose.

smiles	Furin inh	FXIIa inh	p97 ATPase inh	Thrombin inh	FXIa inh 1536	KLK5 inh	KCC2 mod	Wee1 stabilizer	PERK inh
Cc1ccc(NC2=C([N+](=O)[O-])CS(=O)(=O)C2)cc1	-16.9[20 µM]	10.7	5.7	-0.4	-12.9	-22.7	-0.0019	2.8	0.9
O=C(COc1ccc(F)cc1)NC1CC1	-28.2	-9.4	-2.6	-17.6	-1.8	-0.3	0.744	-1.8	0.5
Cc1ccc(Oc2ccc(Cl)cc2NC(=O)c2cnccn2)cc1	-5.1[20 µM]	9.2	-3.9	3.8	1.8	-9.5	x	-1.1	-0.3
CCOC(=O)c1c(CN(C)C)n(-c2ccccc2)c2cc(Br)c(O)cc12	-16.6	9.0	1.9	4.9	3.1	x	x	0.4	2.0
CCCCC(=O)Nc1nnc(-c2ccc(OC)cc2)s1	-16.8[20 µM]	5.2	1.6	-0.9	-0.2	-5.6	0.468	-2.5	0.7
S=C(NCc1ccco1)Nc1ccc(Cl)cc1	-14.6	5.6	1.4	-1.8	-5.2	-10.8	0.308	1.8	0.1
O=C(COc1ccccc1)Nc1ccc(Cl)c(-c2nc3ncccc3o2)c1	-7.9[20 µM]	21.8	0.1	5.0	10.3	8.6	0.933	0.7	0.7
COc1ccc(CCN(C)C(=O)C2CCN(Cc3ccccc3)CC2)cc1OC	-26.9	6.2	0.8	-9.6	0.0	1.4	-0.0106	1.1	0.8
COc1ccc(Nc2nc(-c3cccc([N+](=O)[O-])c3)nc3ccccc23)c(OC)c1	-4.9	11.7	-0.1	-10.6	-1.4	-3.9	0.0431	-3.7	0.7
Cc1[nH]c2ccccc2c1/C=N/NC(=O)CCC(=O)Nc1ccccc1	-20.0	9.2	6.1	-9.8	-2.5	2.1	x	-1.0	0.4
Cc1cccc(C(=O)N[C@H](C(=O)Nc2ccc(S(=O)(=O)NC3=NCCCCC3)cc2)C(C)C)c1	-22.1	2.4	2.6	0.0	-0.6	8.4	0.213	-0.9	0.7
O=C(NCc1ccc(Cl)cc1)c1ccc(N2CCCC2=O)cc1	-22.9	0.2	8.8	0.1	0.4	-2.2	1.14	0.1	0.3
CCOC(=O)C1CC=C(Cl)CC1C(=O)Nc1nccs1 (stereo unspecified)	-22.1[20 µM]	-3.5	4.6	-0.1	-6.5	2.0	-0.995	0.8	0.2
C[C@H](N=C1NS(=O)(=O)c2ccccc21)C(=O)OCc1cc([N+](=O)[O-])cc2c1OCOC2	-22.4	10.2	-0.1	-1.4	-1.9	1.2	2.58	-0.2	-0.3
S=c1sc2c(Cl)ncnc2n1-c1ccccc1	-16.0	6.5	10.4	9.7	-0.7	1.6	-4.29*	-0.6	0.9
O=C(N/N=C/c1cc(Cl)cc([N+](=O)[O-])c1O)c1cc(-c2ccccn2)nc2ccccc12	-18.3	15.1	3.3	2.4	3.3	-6.2	-1.67	1.9	0.4
COc1cccc(OC)c1OCCCCN1CCC(Cc2ccccc2)CC1	-28.8	6.8	0.8	4.3	-9.8	-15.3	-1.76	-1.0	-0.7
COc1ccc2[nH]c3c(c2c1)CCn1c-3nc2sc(C(=O)Nc3ccccc3)c(C)c2c1=O	-17.9	11.4	8.4	-8.3	5.5	-4.9	0.655	1.8	1.0
O=C(CSc1nnc(-c2ccc(S(=O)(=O)N3CCOCC3)cc2)o1)c1ccccc1F	-19.4	4.3	-2.5	-9.5	-5.2	-7.5	x	-1.0	-0.4
Oc1ccc2oc3c(c2c1/C=N/n1cnnc1)CCCC3	-16.4	5.0	1.2	3.5	3.2	31.8	1.18	-2.5	0.4
Cc1snc2sc(C(=O)c3ccc(Br)cc3)c(N)c12	-22.4[20 µM]	9.5	3.9	-1.1	-19.5	1.2	x	5.8	0.3
CCc1ccc(C(=O)COC(=O)c2cccs2)cc1	-20.3[20 µM]	12.2	-3.8	-11.2	19.5	-23.8	x	0.9	-0.8
O=C1C=C(NC2CC2)C2(CCCCC2)O1	-17.0	-4.5	2.0	-5.1	-7.4	-8.0	x	1.1	1.3
Cc1cccc(Cn2c(C(=O)OC(C)C)cc3c2ccn3C)c1	-0.3[20 µM]	-12.3	-6.3	-6.3	-3.9	1.7	-1.71	4.0	-1.2
NC(=O)CSc1nnc(Cc2ccc3c(c2)OCO3)o1	-3.4	5.3	-3.4	-4.4	-2.8	-2.3	0.228	-1.8	0.0

Overlap with the part before: 2 entries; new compounds follow.
smiles	Furin inh	FXIIa inh	p97 ATPase inh	Thrombin inh	FXIa inh 1536	KLK5 inh	KCC2 mod	Wee1 stabilizer	PERK inh
Cc1cccc(Cn2c(C(=O)OC(C)C)cc3c2ccn3C)c1	-0.3[20 µM]	-12.3	-6.3	-6.3	-3.9	1.7	-1.71	4.0	-1.2
NC(=O)CSc1nnc(Cc2ccc3c(c2)OCO3)o1	-3.4	5.3	-3.4	-4.4	-2.8	-2.3	0.228	-1.8	0.0
Fc1cccc(CSc2nc3ccncc3[nH]2)c1	-12.4	18.3	-0.7	1.6	11.9	-12.8	-0.758	-2.8	0.6
CC(C)OP(=O)(OC(C)C)C(Nc1ccc(C(=O)O)cc1)c1ccccc1 (stereo unspecified)	-33.4	6.6	3.1	-0.3	-3.2	-1.1	0.168	0.8	0.1
Cn1c(=NC(=O)C2CCCCC2)sc2cc([N+](=O)[O-])ccc21	-14.5	-1.1	0.2	-3.0	-5.6	-14.8	0.643	0.9	1.0
CCOC(=O)C(C(=O)c1ccccc1)C1CC(C)NC(=S)N1 (stereo unspecified)	-19.7	7.4	2.1	-2.7	6.8	-9.4	1.05	-1.2	0.5
CCN(CC)C(=S)SCC(=O)Nc1ccc(S(N)(=O)=O)cc1	-19.5	8.7	2.2	-5.9	-0.3	-0.8	1.25	-0.6	1.4
COc1cnc(-c2ccccn2)nc1Oc1cccc(Cl)c1	-19.1[20 µM]	-10.2	0.8	-7.7	-7.9	-21.9	-1.74	-3.0	-1.0
NS(=O)(=O)c1ccc(NC(=O)CN2CCCC2)cc1	-23.1	8.2	6.6	1.1	6.2	18.4	x	-2.6	1.9
CCn1c(=O)c2cc(C(=O)Nc3cccc(C(C)=O)c3)sc2c2ccccc21	-31.2	1.3	3.8	-4.4	-0.9	-2.4	0.898	0.5	-0.1
O=C(O)Cc1nc2nc3c(c(=O)n2[nH]1)CCCC3	-15.3	7.0	0.9	2.8	1.4	-14.9	1.04	4.7	0.4
COc1cc(NC(=O)CSc2nnc3c(C)cc4c(C)ccc(C)c4n23)c(C(=O)O)cc1OC	0.4	12.8	-1.4	-10.0	12.2	4.7	0.472	-1.1	0.6
CC(=O)Nc1ccc(CN2CCCC(CO)(Cc3ccccc3C)C2)cc1 (stereo unspecified)	-21.6	2.2	-3.4	-7.4	-3.7	x	-0.32	1.3	0.6
O=C1CC(N2CCN(Cc3ccc4c(c3)OCO4)CC2)C(=O)N1c1cccc2ccccc12 (stereo unspecified)	-19.8	9.0	3.3	-8.7	3.5	0.4	0.822	1.5	0.8
CC(C)c1c(O)nc(SCC(=O)Nc2ccc3c(c2)CCC3)[nH]c1=O	-21.3	16.0	-0.8	0.8	4.8	-3.5	-0.118	0.8	-0.1
CCOc1ccc(C(NC(=O)c2ccco2)c2ccc(OC)c(OC)c2)cc1 (stereo unspecified)	-11.5[20 µM]	9.1	-6.3	-9.3	-6.6	-8.7	-0.202	-1.2	-0.5
COC(=O)/C(=C(/F)Sc1cc(C)c(O)c(C)c1)C(F)(F)F	-15.2[20 µM]	10.8	2.4	-3.2	-8.4	-31.1	x	0.0	0.4
CCC1=NN(C(=O)Cc2ccc([N+](=O)[O-])cc2)C(O)(c2ccncc2)C1 (stereo unspecified)	-20.1	8.9	-0.4	-2.1	2.0	3.1	1.91	0.1	0.5
O=C(CO/N=C/c1cccc([N+](=O)[O-])c1)NC1CCCCCC1	-16.3	9.0	-0.9	0.8	6.4	2.2	-3.23	-2.0	-0.2
CC(C)CNc1cc(Cl)c(S(=O)(=O)NCC(C)C)cc1C(=O)O	-13.8	21.0	-3.9	2.8	14.4	-20.9	-2.03	0.3	0.0
c1ccc(-c2ccccc2OCCCN2CCCCC2)cc1	-20.8	15.4	2.3	2.7	8.8	-4.1	0.266	-2.8	-0.4
Cc1c(Cl)cccc1NC(=S)/C(=C(\[O-])c1ccc(Cl)s1)[n+]1ccccc1	9.7	9.0	-0.6	-8.1	-0.5	-16.4	0.675	0.1	0.4
Cc1ccc(-c2cc(N)n(-c3ccc(C)cc3)n2)cc1	-19.1[20 µM]	13.6	-1.2	2.2	1.9	-3.0	-0.734	-2.8	0.2
CC(=O)c1ccc(Oc2cc(-c3ccccc3)nc(-c3ccccc3)n2)cc1	-4.4	12.6	2.0	4.0	5.5	-2.2	0.148	0.9	1.2
Clc1ccc(CNc2cnccn2)cc1	-29.3	8.9	-1.9	-7.5	-1.7	-1.1	-0.17	-1.3	-0.1
Cc1cccc(C)c1N1CCN(S(=O)(=O)c2ccc(F)cc2)CC1	-17.8[20 µM]	12.7	-2.8	-0.4	1.2	-5.8	-0.474	1.5	1.1
CCOC(=O)c1c(NC(=O)COC(=O)Cn2c(C)nc3ccccc32)sc2c1CCCC2	-0.1	3.0	-6.7	13.2	-3.7	0.5	-0.0574	-1.1	0.5
O=c1[nH]c(CSc2nnc3ccccn23)nc2ccccc12	-31.8	15.1	5.7	0.0	15.7	11.4	0.591	-2.0	0.8

High-throughput results deposited in PubChem by several laboratories.
